Compound activity deposited in PubChem BioAssay by several laboratories.
SR-BI DiI-HDL act = enhances SR-BI lipid uptake from DiI-HDL; CHO ldlA[mSR-BI] cells, DiI-HDL uptake fluorescence, 3 h; 100 = double the neutral-control signal; activation, % at 12.5 µM; hit rate 0.096% among 320,000; AID 504775;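 active means mean replicate activation of at least 60% and every replicate at or above 60%; inconclusive means mean or all-replicate condition met, but not both; inactive means mean below 60% and not all replicates reaching 60%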;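 further: 0% = median plate neutral-control signal and 100% = twice that signal; values of inactives mirror those of a sister screen read the other way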
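Material: SR-BI-overexpressing, LDLR-lacking CHO cells | Dosing: Single compound concentration, delivered by pin transfer | Probe or stimulus: Labelled HDL, 10 µg/mL | Signal: Bottom-read cell fluorescence after medium removal, ex 550/em 595 nm | Schedule: 3 h, 37 °C | Evaluation: HDL uptake via cellular fluorescence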
MITF act = increases MITF-driven TRPM1 promoter luciferase signal. SK-MEL-5 TRPM1-promoter luciferase, 24 h; % of positive control, neutral wells = 0. activation, % at 12.5 µM. hit rate 0.75% among 300,000;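 active means mean activation of at least 80% with every replicate also reaching 80%; inconclusive means mean reaches 80% but some replicate falls short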;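 further: 0% = neutral control wells and 100% = parthenolide positive control wells; values of inactives mirror those of a sister screen read the other way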
SR-BI HDL uptake = mouse SR-BI HDL lipid transfer inhibition | Q61009 | ldlA[mSR-BI] CHO cells, DiI-HDL uptake fluorescence, 3 h | hit rate 0.96% among 320,000 | AID 488896 | inhibition, % at 12.5 µM;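 active means mean replicate inhibition of at least 70% and a set share of replicates each scoring 70 or more; inconclusive means meets just one of the two criteria; inactive means fails both criteria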;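 further: 0% = median of neutral control wells and 100% = median of positive control wells; values of inactives mirror those of a sister screen read the other way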
Target sequence (Q61009 whole entry, looked up): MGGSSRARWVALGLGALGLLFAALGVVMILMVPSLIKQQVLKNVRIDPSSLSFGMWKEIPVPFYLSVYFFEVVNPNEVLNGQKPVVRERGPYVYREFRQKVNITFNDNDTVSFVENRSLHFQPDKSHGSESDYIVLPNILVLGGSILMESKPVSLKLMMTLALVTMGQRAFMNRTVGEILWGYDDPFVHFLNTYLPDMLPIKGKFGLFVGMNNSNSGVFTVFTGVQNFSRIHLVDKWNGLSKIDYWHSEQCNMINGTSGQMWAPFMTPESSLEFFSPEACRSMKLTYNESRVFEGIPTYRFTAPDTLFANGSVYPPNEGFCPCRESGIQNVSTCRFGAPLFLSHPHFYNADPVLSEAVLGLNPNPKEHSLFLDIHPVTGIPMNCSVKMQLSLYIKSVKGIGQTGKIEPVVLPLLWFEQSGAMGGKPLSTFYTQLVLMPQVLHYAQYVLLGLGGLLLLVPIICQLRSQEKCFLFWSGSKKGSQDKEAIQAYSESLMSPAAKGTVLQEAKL
phage Ecoli inh = E. coli growth loss with phage present. growth absorbance. inhibition, % at 11.9 µM. hit rate 0.26% among 360,000. AID 651602; in the data active means inhibition above about 11%
Tat export inh = blocks Tat-dependent protein export in E. coli; E. coli MC4100 TorA-mCherry Tat export, fluorescence; hit rate 0.036% among 340,000; inhibition, % at 10 µM; AID 488895;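 active means mean replicate inhibition at least 50% and at least half of replicates individually reaching 50%; inconclusive means only one of the two criteria met; inactive means neither criterion met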;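 further: exported cargo escapes ClpAP degradation while cytoplasmic cargo is degraded and loses fluorescence; 0% = median of neutral control wells and 100% = median of NaSCN control wells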
E coli growth = counter-screen for AddAB inhibitors: E. coli growth inhibition; AID 449728; E. coli V3065 growth, OD600 absorbance, 18 h; hit rate 0.27% among 330,000; inhibition, % at 11.9 µM;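 active means inhibition above the campaign's mean inhibition across all tested compounds plus 3 SD, cut at about 9.9% in these data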;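 further: uninfected addAB+ strain grown without phage in ampicillin broth; 0% = DMSO wells and 100% = ciprofloxacin 0.95 µg/ml wells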
AddAB inh = less growth of phage-infected E. coli with AddAB; inhibition, % at 11.9 µM; hit rate 0.29% among 330,000; E. coli expressing H. pylori AddAB, absorbance growth; in the data active means inhibition above about 12%;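 further: 0% = vehicle wells of infected cells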
CAL PDZ FP-1 = human CAL PDZ-peptide interaction inhibition. Q9HD26. purified CAL PDZ, TMR-peptide fluorescence polarization, 1 h. inhibition, % at 20 µM. hit rate 0.02% among 330,000. AID 504414;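 active means highest replicate inhibition of at least 40%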;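 further: plate controls were DMSO neutral control wells for no effect and unlabeled competitor peptide control wells for full effect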
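Test system: tagged CAL PDZ domain / Buffer or medium: sodium phosphate/NaCl buffer pH 7.4 with TCEP, IgG, Thesit / Reagent: TMR-labelled reporter peptide T*-PRC34 bound in PDZ groove / Compound dosing: single point, 20 µM / Schedule: 1 h incubation at room temperature before polarization reading / Technique: fluorescence polarization (mP) / Benchmarks: unlabelled peptide, DMSO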
Wnt act = activators of Wnt/beta-catenin signaling; AID 743398; Wnt/beta-catenin reporter cell assay, activator, plate reader; hit rate 1.2% among 300,000; activation, % at 9.35 µM; in the data active means activation above about 30%, passing the limit was not always enough; inconclusive means no clear call, values can overlap the other calls;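 further: 0% = neutral control wells and 100% = positive control wells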
CAL PDZ FP-2 = inhibitors of human CAL PDZ peptide binding; inhibition, % at 24.9 µM; purified CAL PDZ, TMR-peptide fluorescence polarization, 1 h; hit rate 0.92% among 300,000; Q9HD26; AID 602252;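 active means mean inhibition of at least 30% with at least half of replicates also reaching 30%; inconclusive means no clear call, values can overlap the other calls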;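 further: 0% = DMSO neutral control and 100% = excess unlabeled competitor peptide PRC23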
* marks the source's active call; other numbers are inactive results; ? = inconclusive; . = not tested or not shown.

SMILES	SR-BI DiI-HDL act	MITF act	SR-BI HDL uptake	phage Ecoli inh	Tat export inh	E coli growth	AddAB inh	CAL PDZ FP-1	Wnt act	CAL PDZ FP-2
CCc1cc(Cn2nc(-c3ccccc3)cc2C(=O)NCc2cccc(C(F)(F)F)c2)on1	16	-4	-16	2.9	-5	1.4	1.9	0.3	7	-2
COc1ccc(-c2cn3cccnc3n2)cc1NC(=O)C1CC1	17	-1	-17	.	-4	-1.3	2.1	-3.3	0	.
NC(=O)NC(Cc1ccccc1)C(=O)NCC1(N2CCCCC2)CCCCC1 (stereo not drawn)	15	.	-15	3.6	6	0.5	-2.4	-2.2	-2	-4
COC(=O)COc1ccc(S(=O)(=O)Nc2ccc(C(N)=O)cc2)cc1	13	-6	-13	0.6	-2	-2.0	-1.9	-0.7	.	1
CN(C)c1oc(-c2cccs2)nc1C#N	16	.	-16	1.7	-6	-1.3	1.6	-0.8	-1	1
CCC1=[N+](C)CCn2c(C)ccc21	-9	-3	9	2.8	0	-0.2	2.5	-0.6	.	1
O=C(O)CN1C(=O)/C(=C\c2cccc(OCc3ccc(Cl)cc3Cl)c2)SC1=S	10	.	-10	-0.1	?	.	.	-1.0	2	-3
CC(C)CCn1c(SCC#N)nc2c(sc3ccccc32)c1=O	-51	.	51	2.4	0	0.5	3.6	.	10	1
COc1cc(NC(=O)c2cc(C)no2)cc(OC)c1OC	3	-2	-3	-2.1	-11	-0.2	0.0	0.2	2	.
O=C(Nc1ccc(N2CCCC2)c(Cl)c1)c1ccc(Br)o1	-68	76	68	0.4	-6	0.4	3.7	0.2	.	-1
O=C(CN1CCC(NC(=O)C2CCCCC2)CC1)Nc1cccc(F)c1	-2	-3	2	2.4	-3	.	.	-0.6	-1	-5
O=C(NCc1ccco1)c1cnn2c(C(F)(F)F)cc(-c3ccco3)nc12	14	6	-14	3.0	-3	0.5	-1.3	-2.2	.	-7
COc1ccc(C(=O)NC2CC2)cc1OC1CCN(Cc2cc(C)c(C)cc2C)CC1	-7	-8	7	-8.2	5	0.5	1.1	-2.6	-5	1
Cc1cc(C)c(C(=O)O)c(Cl)n1	2	0	-2	2.3	-1	2.3	8.0	-0.8	0	-1
Cc1cc(SCC(=O)NC2CCCCC2)nc2ccccc12	.	-9	.	4.9	1	-0.6	3.6	-3.6	-1	-1
COC(=O)/C(C#N)=C/c1ccc(N2CCOCC2)c([N+](=O)[O-])c1	14	6	-14	0.9	2	1.5	1.2	-1.3	-1	-2
Cc1cc(NC(=O)c2cccc3c2C(=O)N(C2CCCCC2)C3)ccc1Br	3	15	-3	.	6	2.6	4.0	0.6	.	.
Cc1cc(NC(=O)CSCC(=O)Nc2cc(Cl)ccc2N2CCN(C)CC2)no1	10	.	-10	1.6	1	-0.7	-2.3	-1.2	9	-2
CCCCn1c(N)c(N(CCOC)C(=O)c2ccc(Br)s2)c(=O)[nH]c1=O	7	1	-7	1.5	-4	1.4	3.9	-0.4	3	.
COC(=O)c1ccc(S(=O)(=O)NCCSc2nnc3c4ccccc4n(C)c3n2)cc1	-1	6	1	.	-8	-1.1	0.7	-1.9	-2	.
COC(=O)C(Cc1ccc(O)cc1)NC(=O)C(CC(=O)OC(C)(C)C)NC(=O)OC(C)(C)C (stereo not drawn)	4	6	-4	5.4	-6	2.1	2.5	-3.0	2	-3
CN1CCC(=C(c2ccc(Cl)cc2)c2ccccn2)CC1	-11	3	11	-0.6	0	-1.8	4.3	-0.3	0	-5
CCOC(=O)/C(O)=C(\C#N)c1nc2ccccc2[nH]1	-11	6	11	5.0	0	-0.9	-2.1	0.2	0	.
CC1=C(C)C(c2ccccc2)NC(=S)N1 (stereo not drawn)	-5	-3	5	1.2	0	-0.4	2.1	-0.6	.	-2
CCOc1ccc(N=C2NC(=O)S/C2=C\c2ccc(OC)cc2)cc1	-31	2	31	-0.6	1	0.5	4.2	-1.1	.	-4
Cc1cc(=O)[nH]c(NCCO)n1	2	8	-2	3.7	-2	-0.4	2.2	0.6	-6	-1
CC(=O)NC1(C(F)(F)F)NC(=O)N(c2ccc(F)cc2)C1=O (stereo not drawn)	.	1	.	0.1	-3	2.4	0.3	-0.5	-2	2
Cc1ccsc1/C=N/NC(=O)c1ccc2ccccc2c1	-63	44	63	0.9	5	-2.2	-0.3	0.2	20	-5
Cc1ccc(CN2CC(C(=O)Nc3ccc(S(=O)(=O)N4CCCCC4)cc3)CC2=O)cc1 (stereo not drawn)	7	-6	-7	0.9	0	1.3	1.9	-2.9	-4	4
Cc1nn(C)c(C(=O)NC(=S)Nc2ccccc2Br)c1Cl	-4	0	4	0.5	11	2.3	0.9	-5.7	-1	-2
COc1ccc(-c2ccnc(-c3ccc(O)cc3)n2)cc1	-62	3	62	4.0	-11	-1.5	3.9	-0.1	-1	-1
CCOC(=O)COn1c(=O)c(-c2ccc(C)cc2)[n+]([O-])c2ccccc21	-1	30	1	-0.8	0	1.3	-0.7	.	3	-1
OC(COc1ccc2c(c1)OCO2)CN1CCc2ccccc2C1 (stereo not drawn)	33	1	-33	1.6	-1	0.0	1.9	-2.8	.	-1
CCc1nccn1CCC(=O)N1CCCC(N2CCN(c3ccccc3C)CC2)C1 (stereo not drawn)	-8	4	8	1.9	-3	0.2	5.1	-1.7	-4	0
CC(C)Cc1nnc(NC(=O)c2ccncc2)s1	6	9	-6	1.7	-10	-0.9	0.9	-0.5	.	-2
CC(=O)c1ccc(-c2ccccc2OC(F)(F)F)o1	-7	6	7	1.1	-1	-2.5	-3.1	-0.1	1	-3
COc1cc(/C=C2\Oc3ccc(C#Cc4ccc(O)cc4)cc3C2=O)cc(OC)c1	-35	-73	35	.	1	-1.5	-2.6	-1.2	.	0
CCCC(=O)N(c1ccc(OCC)cc1)C1C=CS(=O)(=O)C1 (stereo not drawn)	40	-6	-40	1.2	0	-1.6	3.3	0.4	.	-1
CCN(CC)CC(=O)NN(Cc1ccccc1)c1ccccc1	.	.	.	-0.4	-11	2.8	3.4	-0.2	1	-2
CCCS(=O)(=O)C(=C(Nc1ccccc1)Nc1ccccc1)S(=O)(=O)CCC	13	-4	-13	0.1	-4	-2.5	1.3	0.3	.	5
CCN(CC)CC(=O)NC1CCCc2c1cnn2-c1cc(F)cc(F)c1 (stereo not drawn)	16	.	-16	-0.7	-3	-0.3	-0.7	-0.6	1	-3
CCC(CC)C(=O)Nc1cccc(C(=O)Nc2ccc3c(c2)OCO3)c1	-10	74	10	0.5	15	-2.9	0.5	-3.5	16	1
Cn1c(CCC(=O)OCC(=O)NCc2ccc3c(c2)OCO3)nc(=O)c2ccccc21	46	14	-46	4.4	-2	1.0	3.2	-2.8	-3	-5
O=C(O)CSc1nc(-c2ccc(Cl)cc2)nc2c1oc1ccccc12	38	-18	-38	3.6	17	-3.5	3.2	-7.7	-2	-16
COc1ccc(C(=O)COC(=O)c2cc(S(=O)(=O)NCc3ccccc3)ccc2O)cc1	-31	-6	31	1.6	16	-1.4	-1.1	-0.7	-1	3
COCCN(C(=O)COC(=O)c1ccc(Cl)nc1)c1c(N)n(Cc2ccccc2)c(=O)[nH]c1=O	21	13	-21	1.7	1	2.1	0.5	-1.0	1	-1
CC1CCN(Cc2c(O)ccc3c2O/C(=C\c2ccco2)C3=O)CC1	22	6	-22	.	-5	-0.8	0.9	-0.1	.	-1
Cc1cc(C)cc(NC(=O)Cn2cc(C=O)c3ccccc32)c1	?	-4	-93	3.1	-8	.	.	-2.3	-4	-6
C=CCn1c(SCC(=O)Nc2ccccc2)nc2scc(-c3cccs3)c2c1=O	-15	-12	15	2.1	2	-0.3	3.9	-3.8	.	-2
CCc1ccc(NC(=O)CSc2nnc(Cc3cccn3C)n2-c2ccc(OC)cc2)cc1	-7	-4	7	1.1	7	-2.2	3.0	0.6	-1	2
Cc1cccc(NC(=O)CSCC(=O)Nc2ccccc2N2CCCC2)c1	0	-7	0	0.9	3	0.8	-1.2	0.2	0	.
COc1cccc(NC(=O)c2nc(S(C)(=O)=O)ncc2Cl)c1	-2	-54	2	-1.5	-4	0.6	1.0	-0.9	-10	-7
O=C(Nc1cc(C(F)(F)F)ccc1Cl)c1ccc(NC(=O)C(F)(F)F)cc1	-53	3	53	1.3	13	-0.5	2.3	-2.2	14	-4
COc1ccccc1Oc1cc(-n2nc(C)cc2C)ncn1	-31	-4	31	3.2	-12	-0.4	0.8	-0.7	.	-3
CCOCCCNC(=O)N[C@H](C(=O)OC)C(C)CC (stereo partly drawn)	-5	-10	5	0.8	14	0.1	-0.4	-0.3	9	-6
CCNc1nc(N)nc(Oc2ccc(OCCOc3ccc(Cl)cc3Cl)nn2)n1	-42	4	42	-0.3	-6	0.4	2.3	-0.5	.	-1
CC(=O)Nc1ccc(S(=O)(=O)NC2(C(F)(F)F)NC(=O)N(c3ccc(C)cc3)C2=O)cc1 (stereo not drawn)	6	-4	-6	0.8	-4	0.2	4.0	-0.1	1	3
COc1ccccc1C(=O)NCC(=O)NCCCN1CCOCC1	-2	8	2	1.2	-12	-0.5	-1.7	-1.8	0	3
CC(NC(=O)COC(=O)Cc1ccsc1)c1ccccc1 (stereo not drawn)	18	-5	-18	2.4	-5	-1.6	-0.9	-3.3	-2	1
CCOc1ccc(NC(=O)CN(C)C(=O)c2ccc(NC3CC3)c([N+](=O)[O-])c2)cc1OCC	-39	-4	39	-0.9	3	0.4	-0.2	-2.2	1	-2
Cc1cc2c(cc1S(=O)(=O)NCCc1ccc(Cl)cc1)OCC(=O)N2	1	.	-1	3.1	-3	2.4	-1.0	-0.5	0	.
C(=N\Nc1ncnc2sc3c(c12)CCC3)/c1cccs1	-34	-10	34	4.2	0	0.0	-1.9	-2.1	.	.
O=C(OCC(=O)N1CCCC1=O)C1CCN(S(=O)(=O)c2c(Cl)cccc2Cl)CC1	-7	-6	7	3.6	-5	0.0	4.2	-2.8	0	0

Single records, from the list above. Values in the order: SR-BI DiI-HDL act, MITF act, SR-BI HDL uptake, phage Ecoli inh, Tat export inh, E coli growth, AddAB inh, CAL PDZ FP-1, Wnt act, CAL PDZ FP-2
`O=C(OCC(=O)N1CCCC1=O)C1CCN(S(=O)(=O)c2c(Cl)cccc2Cl)CC1` as listed: -7, -6, 7, 3.6, -5, 0.0, 4.2, -2.8, 0, 0
`CCc1ccc(NC(=O)CSc2nnc(Cc3cccn3C)n2-c2ccc(OC)cc2)cc1` as listed: -7, -4, 7, 1.1, 7, -2.2, 3.0, 0.6, -1, 2
`CCOc1ccc(NC(=O)CN(C)C(=O)c2ccc(NC3CC3)c([N+](=O)[O-])c2)cc1OCC` as listed: -39, -4, 39, -0.9, 3, 0.4, -0.2, -2.2, 1, -2
